Source: PubChem
Runt-SMMHC FRET: inhibitors of human RUNX1 Runt domain binding to CBFb-SMMHC; Q01196+Q13951; Cerulean-Runt/Venus-CBFb-SMMHC FRET ratio 530/480, 1 h; inhibition, % at 20 µM; 220,000 tested, 0.74% active;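 active = mean inhibition across duplicate retests at 20 µM reaching about 50%, limit read from the data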;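 note: 0% = DMSO wells and 100% = wells with excess untagged CBFb-SMMHC; inhibitors lower the FRET ratio by blocking Runt binding to CBFb-SMMHC; some results filed as inactive read as strong as hits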
EBV gp42 block: blocks Epstein-Barr virus glycoprotein 42 binding | 220,000 tested, 0.42% active | Q1HVG2 | Fluorescence polarization binding assay, mP read-out | inhibition, % (tested at 21.74 µM); in the data active = inhibition above about 50%
14-3-3 Bad inh: disrupts binding of bovine 14-3-3 zeta to phospho-Bad peptide | P63103 | TR-FRET 14-3-3zeta/Dy647-pBad peptide displacement, 1 h | inhibition, % at 21.7 µM | 220,000 tested, 0.71% active;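 active = inhibition above about 70%, limit read from the data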;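 note: 0% = full 14-3-3 plus peptide FRET controls and 100% = background without 14-3-3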
Mdm2 ligase inh: Mdm2 E3 ligase (human) inhibition | cell-based MDM2 ubiquitination luciferase reporter, 2 h; 0 = plate control, 100 = twice control, blank-subtracted | signal enhancement, % at 5 µM | 210,000 tested, 0.11% active | AID 1230;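 active = signal enhancement of 30% or more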;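 note: luminescence tracks abundance of the self-degrading MDM2-luciferase fusion protein; higher signal means inhibition of MDM2 E3 ligase activity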
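Material: stable MDM2–luciferase fusion reporter cells / Quantity: 2000 cells/well / Dosing: single 5 µM compound dose, 0.2% final DMSO / Buffer or medium: DMEM / Schedule: 4 h cell settling then 2 h compound exposure, 37 °C / Detection: luminescence with SteadyLite reagent, 15 min at room temperature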
Tb hexokinase: T. brucei hexokinase 1 inhibition | recombinant TbHK1, G6PDH-coupled NADH A340 | inhibition, % at 10 µM | 220,000 tested, 0.11% active | AID 1430;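 active = inhibition of 50% or more in the single-dose primary screen; inactive = inhibition below 50%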
Runt-CBFb FRET: Runt domain-CBFb interaction inhibition | Q01196+Q13951 | Cerulean-Runt/Venus-CBFb FRET ratio 530/480, 1 h | inhibition, % at 20 µM | 220,000 tested, 0.46% active | AID 1496;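 active = inhibition over about 50% at 20 µM in the single-dose screen, limit read from the data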;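 note: 0% = DMSO wells and 100% = excess unlabeled CBFb competitor control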
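Assay system: Cerulean-tagged RUNX1 Runt domain (FRET donor) fusion protein / Amount: 100 nM each of Venus-CBFb and Cerulean-Runt domain / Medium: Tris buffer pH 7.5 with salts and BSA / Also added: Venus-CBFb 100 nM / Schedule: 1 h complex formation plus 1 h compound treatment, room temperature / Signal: FRET fluorescence / Read-out: loss of energy transfer signal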
L929 necroptosis: blocks zVAD induced death of L929 cells; L929 zVAD necroptosis rescue, ATP luminescence, 24 h; with zVAD 60 µM; viability rescue, % at 10 µM; 220,000 tested, 0.38% active; AID 1377;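 active = activation, scaled between plate controls, above about 75%, limit read from the data; inactive = activation under that limit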;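 note: 0% = zVAD with DMSO and 100% = DMSO alone without zVAD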
NCF1 inh: inhibitors of human p47phox binding; p47phox/p22phox peptide binding, fluorescence polarization, 2 h; inhibition, % at 24.7 µM; 220,000 tested, 0.53% active; AID 1274;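 active = inhibition above about 30%, limit read from the data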;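 note: 0% = p47phox with labelled peptide and 100% = labelled peptide alone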
Target sequence (P14598 whole entry, looked up): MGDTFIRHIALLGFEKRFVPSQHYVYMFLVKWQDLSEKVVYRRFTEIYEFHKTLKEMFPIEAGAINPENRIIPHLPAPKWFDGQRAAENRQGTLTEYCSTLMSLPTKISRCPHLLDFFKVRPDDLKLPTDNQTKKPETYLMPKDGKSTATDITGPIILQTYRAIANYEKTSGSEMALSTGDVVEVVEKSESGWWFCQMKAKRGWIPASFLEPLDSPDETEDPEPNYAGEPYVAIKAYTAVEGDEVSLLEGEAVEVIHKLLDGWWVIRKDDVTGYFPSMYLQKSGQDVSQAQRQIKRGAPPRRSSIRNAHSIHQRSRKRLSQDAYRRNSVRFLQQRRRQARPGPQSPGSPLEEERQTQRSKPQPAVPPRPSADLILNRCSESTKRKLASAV
Hck-Nef inh: human Hck-Nef kinase inhibition; AID 463187; 220,000 tested, 0.68% active; Recombinant Hck-YEEI plus Nef, Z-Lyte FRET kinase assay; inhibition, % at 20 µM; P08631;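 active = Hck-Nef kinase inhibition above about 50%, limit read from the data; inactive = inhibition below that limit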;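 note: 0% = DMSO with Hck plus Nef and 100% = Hck alone without Nef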
Target sequence (P08631 whole entry, looked up): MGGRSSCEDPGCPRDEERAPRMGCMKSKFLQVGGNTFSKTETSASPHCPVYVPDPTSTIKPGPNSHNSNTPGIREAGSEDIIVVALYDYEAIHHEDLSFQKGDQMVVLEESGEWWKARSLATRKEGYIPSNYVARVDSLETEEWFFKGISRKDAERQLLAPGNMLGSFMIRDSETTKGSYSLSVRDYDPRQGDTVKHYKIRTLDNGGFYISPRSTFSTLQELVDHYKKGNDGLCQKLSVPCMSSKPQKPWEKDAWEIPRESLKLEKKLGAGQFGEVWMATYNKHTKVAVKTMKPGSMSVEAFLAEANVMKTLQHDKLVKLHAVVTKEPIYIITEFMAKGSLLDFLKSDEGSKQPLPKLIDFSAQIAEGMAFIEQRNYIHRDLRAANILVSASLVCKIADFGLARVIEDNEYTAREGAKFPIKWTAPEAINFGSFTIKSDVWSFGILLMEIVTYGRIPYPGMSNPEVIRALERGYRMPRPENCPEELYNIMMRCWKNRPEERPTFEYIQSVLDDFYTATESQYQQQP
Starred values were filed as active, the others as inactive; · = not tested or not shown; [ ] = dose if it differs, or a comment.

structure | 14-3-3 Bad inh | Hck-Nef inh | Runt-SMMHC FRET | EBV gp42 block | Mdm2 ligase inh | Runt-CBFb FRET | Tb hexokinase | NCF1 inh | L929 necroptosis
Cc1nc(NC(=O)C2CC3CCCC(C2)C3=O)sc1C (centres undefined) | -3[fluorescence artefact?] | 1 | -1 | -16 | -18 | 2 | -3 | -7 | 0.4
COc1ccc(NC2=C(C)C(=O)CC2)cc1 | -4 | 2 | 0 | 2 | -1 | -1 | 3 | -4 | 2.7
CC(=O)Nc1nc(C)c(-c2csc(Nc3ccc(S(N)(=O)=O)cc3)n2)s1 | -1 | -3 | -1 | 3 | -11 | -2 | -27 | -22 | -0.4
O=C(COc1ccccc1[N+](=O)[O-])N/N=C/c1cccc(OC(=O)c2ccc3c(c2)OCO3)c1 | 6 | 4 | -2 | -8 | -6 | 0 | -7 | 3 | 1.0
CCOc1ccc(-n2c(C)c(C(C)=O)c(C(C)=O)c2C)cc1 | -10[fluorescence artefact?] | 17 | -1 | -15 | -7 | -2 | 2 | -3 | -0.2
Cc1cc(NC(=O)c2ccc(NC(=O)C3CC3)cc2)no1 | -3 | 9 | -3 | -6 | 0 | 1 | -3 | -6 | 7.4
CC(=O)Nc1cccc(NC(=O)C2CC3CCC2C3)c1 (centres undefined) | -2 | 0 | 3 | -1 | -21 | 2 | 8 | -16 | 0.5
O=C(NCCN1CCOCC1)c1c(F)c(F)c(F)c(F)c1F | 4 | 5 | 1 | -12 | 0 | 0 | 2 | -6 | -0.9
COCCN(C(=O)CSc1nnc(C)n1-c1ccccc1)c1c(N)n(Cc2ccccc2)c(=O)[nH]c1=O | -21[fluorescence artefact?] | 4 | 0 | -7 | 0 | 0 | 3 | -1 | 0.8
CCOCC(O)CNC(=O)c1ccc(OC2CCN(C(=O)c3cccnc3)CC2)cc1 (centres undefined) | -2 | 12 | 2 | -10 | -15 | 3 | -1 | -6 | 0.0
COc1ccc(OCCC(=O)OCC(=O)NCc2ccc(F)cc2)cc1 | 6 | -31 | 1 | 5 | -8 | -1 | 2 | -1 | 1.3
Cc1ccc(NC(=O)c2ccc(Cn3cc(Br)cn3)o2)cc1 | -3[fluorescence artefact?] | 6 | 0 | -13 | 3 | 0 | -2 | 4 | 0.6
CC(C)CNC(=O)c1coc(=O)c(Br)c1 | -6 | 1 | 3 | -1 | -8 | 3 | -65 | -1 | 0.4
COC(=O)c1noc(C)c1-c1ccnn1C(=O)c1ccc(Cl)cc1 | -6 | 0 | -1 | 0 | -24 | 0 | 0 | -21 | 0.9
CSc1nc(C)cc(-n2ccc(=O)[nH]c2=O)n1 | 16[fluorescence artefact?] | -6 | 1 | -10 | 9 | -1 | 2 | 0 | 1.9
Cc1cc2oc(=O)cc(CN3CCN(Cc4ccc5c(c4)OCO5)CC3)c2cc1C | -9[fluorescence artefact?] | 1 | 1 | 19 | 0 | -6 | -6 | -14 | 0.0
CCOc1ccc(C(=O)NC(C(=O)NCC2CCCO2)C(C)C)cc1 (centres undefined) | 1 | 8 | -7 | -3 | -11 | 1 | -2 | 6 | -0.1
COc1ccc(NC(=O)c2ccccc2NS(=O)(=O)c2ccc(C)cc2)c([N+](=O)[O-])c1 | -2[fluorescence artefact?] | 1 | -5 | -11 | -18 | -4 | -9 | -11 | 1.4
COc1ccccc1C(=O)Nc1cccnc1 | -4 | -3 | 1 | -2 | 16 | 1 | 5 | 1 | 1.9
COc1cc(C2c3sc(=O)[nH]c3SC3C(=O)N(c4ccc(Br)cc4)C(=O)C32)ccc1O (centres undefined) | 5 | 13 | 1 | -12 | -8 | 22 | -4 | -19 | 0.1
O=C(Nc1ccc(F)cc1)NC1CCCCC1 | -3[fluorescence artefact?] | -24 | 0 | -21 | -5 | 0 | 19 | -34 | 3.8
O=C(c1ccccc1)N1CCN(S(=O)(=O)c2ccccc2)CC1 | -3 | 8 | -1 | -2 | -8 | 1 | 2 | -9 | 0.5
COc1ccc(C(=S)Nc2ccc(C)cc2)cc1 | -9 | -1 | 11 | -15 | -1 | 21 | -4 | -4 | -0.3
CC(C(=O)Nc1cccc([N+](=O)[O-])c1)N1CCN(C/C=C/c2ccccc2)CC1 (centres undefined) | -7 | 1 | 2 | -16 | -8 | 3 | -6 | -21 | 1.4
CN(C)C(CNS(=O)(=O)c1ccc(Cl)cc1)c1cccnc1 (centres undefined) | 1 | 1 | 0 | -18 | -35 | 0 | -4 | -8 | 1.8
Cc1ccsc1C(=O)NNC(=O)C1CCCCC1C(=O)O (centres undefined) | -4 | -6 | -3 | -3 | -13 | -2 | 2 | 5 | 0.2
CCCn1c(=S)[nH]c2cc(Cl)ccc21 | -2 | 17 | 1 | -3 | · | 5 | -4 | -4 | -0.8
O=C(c1ccc(Br)o1)N1CCN(c2ccc3nnc(-c4ccccc4)n3n2)CC1 | 7[fluorescence artefact?] | 9 | 1 | 6 | -8 | 1 | -5 | -1 | -0.4
Cc1nnc(NC(=O)CCCCCN2C(=O)C3C4C=CC(C4)C3C2=O)s1 (centres undefined) | 1 | 1 | 1 | -24 | -8 | -1 | 6 | -1 | 1.9
N#CC(=NCc1cccnc1)C1=C(O)c2ccccc2C1=O | -1 | 1 | -8 | -4 | -9 | -2 | -47 | 1 | 3.2
COCCNC(=S)N/N=C(\C)c1ccc(-n2ccnc2)cc1 | -5 | 4 | 3 | -10 | -11 | 2 | -24 | -9 | -1.2
COc1ccc(C(=O)/C=C/c2ccc(OC)c(COc3ccccc3F)c2)cc1 | -9 | 2 | -5 | 3 | 2 | 1 | -8 | -4 | 0.2
Cc1ccc(Cc2nc(-c3cccc(C)c3)no2)cc1 | 0 | 0 | -1 | -14 | -15 | -2 | 1 | -10 | -0.1
COc1ccc([N+](=O)[O-])cc1NC(=O)COC(C)=O | -6 | 6 | 0 | -11 | -8 | 0 | -13 | 10 | 0.3
Cc1cccc(NC(=O)C2Cc3ccccc3CN2C(=O)OCc2ccccc2)c1C (centres undefined) | -4 | -1 | 2 | 7 | -9 | 0 | 36 | 0 | 0.3
COc1ccc(-c2nnn(CC#N)n2)cc1OC | 10 | -2 | 0 | -19 | -19 | 1 | -3 | -11 | 0.7
C#CCNC(=O)C1=C[C@H](c2coc3ccccc3c2=O)[C@@H](CCCO)[C@H](OCC)O1 | 1 | -1 | -1 | -5 | · | 1 | 2 | 0 | 0.6
CNc1cc(N2CCCC2)ccc1[N+](=O)[O-] | 1 | 15 | -5 | -3 | -14 | 0 | 2 | -10 | 0.2
O=C1CNC(=S)N1CCc1ccc(O)c(O)c1 | 4 | 4 | 8 | -4 | -12 | 12 | 2 | -126 | 3.2
Cc1cc(C(=O)COC(=O)c2ccc[nH]c2=O)c(C)n1-c1ccc(F)cc1 | -5 | 0 | 4 | -12 | -41 | -2 | 28 | -2 | -0.1
Clc1ccc(-c2cc(-c3nnc4n3CCCCC4)c3ccccc3n2)cc1 | -2 | 1 | -10 | 5 | -2 | -10 | -10 | -31 | 1.1
COC(=O)c1cccc(-n2c(CCC(=O)O)ccc2-c2cccs2)c1 | -3 | -23 | -4 | -11 | -15 | 26 | -13 | -3 | 0.4
O=C(NNC(=O)C12CC3CC(CC(C3)C1)C2)c1cnccn1 | -11 | 3 | 0 | -28 | -6 | 0 | 30 | -3 | 0.6
c1ccc(-c2nc(NCCCn3ccnc3)c3ccccc3n2)cc1 | -12 | 31 | 0 | 0 | -16 | 2 | -4 | -9 | 65
Cc1onc(-c2ccccc2)c1C(=O)Nc1sc2c(c1C#N)CCC(C)C2 (centres undefined) | -6 | -1 | 5 | 1 | -7 | 12 | 0 | -17 | 0.9
COc1ccc(Cc2nn3c(-c4ccccc4OC)nnc3s2)cc1 | 0[fluorescence artefact?] | -8 | 0 | -2 | -11 | 3 | 3 | -12 | 1.7
Oc1ccc(-c2csc(-c3ccccc3)n2)cc1O | 4 | -1 | 52* | -3 | -16 | 37 | 3 | -14 | 14
Cc1cccc(C)c1N1CCN(C(=O)N2CCCCC2)CC1 | -10 | 22 | 0 | -2 | -10 | -1 | 3 | 2 | 0.0
COc1ccccc1C(=O)Nc1ccc(C(=O)/C=C/c2cccs2)cc1 | -4[fluorescence artefact?] | 7 | 0 | 0 | -7 | -2 | -4 | -10 | 0.9
CCCc1cc(=O)oc2c(C)c(OCC(=O)c3ccc(N4CCCC4)cc3)ccc12 | 67[fluorescence artefact?] | 10 | 8 | -12 | -15 | -2 | -50 | 34* | 0.2

Going on with the list.
structure | 14-3-3 Bad inh | Hck-Nef inh | Runt-SMMHC FRET | EBV gp42 block | Mdm2 ligase inh | Runt-CBFb FRET | Tb hexokinase | NCF1 inh | L929 necroptosis
CCn1c(=O)n(CC(=O)NC2CCCC(C)C2C)c(=O)c2ccccc21 (centres undefined) | 4[fluorescence artefact?] | 2 | -1 | -4 | -1 | -5 | -8 | -10 | 1.0
CN(CC(=O)Nc1ccccc1C(F)(F)F)C(=O)CSc1nnnn1C | -8 | 16 | 0 | -14 | -1 | 0 | -6 | -5 | 2.2
Cc1ccc(S(=O)(=O)Nc2nc3ccccc3nc2NCC2CCCO2)cc1C (centres undefined) | 9 | 15 | 1 | -3 | -8 | 7 | -33 | -13 | 1.1
CCN(CC)c1ccc(/C=C2\NC(=O)NC2=O)cc1 | -11 | 38 | -72 | -143 | · | -27 | -17 | -35 | 4.5
O=C(COC(=O)c1cccc(NS(=O)(=O)c2ccc(F)c(F)c2)c1)NC(=O)NC1CCCCC1 | 14[fluorescence artefact?] | 7 | -47 | -20 | 7 | -4 | 35 | -43 | 0.5
O=C(N[C@@H](Cc1ccccc1)C(=O)OCc1ccccc1)c1nc[nH]c1C(=O)N1CCc2ccccc2C1 | -14 | 30 | 4 | -6 | -2 | 0 | -2 | -6 | 1.1
CCC(=O)Nc1ccc2c(c1)nc(CCN1CCN(C)CC1)n2C | 2 | 1 | 4 | -19 | 15 | -1 | 3 | -13 | -0.4
COc1ccccc1CN1CCN(Cc2nc(-c3ccccc3)no2)CC1 | 6 | 14 | 1 | -3 | -9 | -1 | 5 | -2 | 0.2
CCOc1ccc(NC(=O)Cn2nnc(-c3ccccc3NC(=O)CC)n2)cc1 | 22 | -1 | 1 | -25 | -2 | -4 | 1 | -5 | 0.6
COCCNC(=O)C(=O)N/N=C(\C)CC(=O)Nc1cccnc1 | 2 | 38 | 4 | -7 | 0 | 2 | 4 | -5 | 7.8

Reprinted at random: two entries already listed
structure | 14-3-3 Bad inh | Hck-Nef inh | Runt-SMMHC FRET | EBV gp42 block | Mdm2 ligase inh | Runt-CBFb FRET | Tb hexokinase | NCF1 inh | L929 necroptosis
O=C(COC(=O)c1cccc(NS(=O)(=O)c2ccc(F)c(F)c2)c1)NC(=O)NC1CCCCC1 | 14[fluorescence artefact?] | 7 | -47 | -20 | 7 | -4 | 35 | -43 | 0.5
O=C(N[C@@H](Cc1ccccc1)C(=O)OCc1ccccc1)c1nc[nH]c1C(=O)N1CCc2ccccc2C1 | -14 | 30 | 4 | -6 | -2 | 0 | -2 | -6 | 1.1
